Growth percent in the NCI-60 one-dose screen (48 h, 10 µM unless noted): 100 = growth as untreated, 0 = no growth, -100 = all killed.
OVCAR-4 = OVCAR-4 ovarian cancer cells; 80,000 tested, 3.7% active; AID 1794784
IGROV1 = IGROV1 ovarian cancer. AID 1794786. 79,000 tested, 4.7% active
DU-145 = DU-145 prostate cancer; 81,000 tested, 4.2% active; AID 1794760
NCI/ADR-RES = NCI/ADR-RES ovarian cells; 81,000 tested, 4.4% active; AID 1794790
OVCAR-3 = OVCAR-3 ovarian cancer; AID 1794787; 79,000 tested, 7% active
SK-OV-3 = SK-OV-3 ovarian cancer cells. 80,000 tested, 3.2% active. AID 1794785
OVCAR-5 = OVCAR-5 ovarian cancer | AID 1794783 | 82,000 tested, 2.9% active
OVCAR-8 = OVCAR-8 ovarian cancer | 81,000 tested, 4.4% active | AID 1794782
* hit, by the source's call; · = not tested or not shown; & = joins results of further samples; [ ] = another dose, or the depositor's remark. The calls were made as follows: active = growth percent below 10; inactive = the rest.

SMILES	OVCAR-4	IGROV1	DU-145	NCI/ADR-RES	OVCAR-3	SK-OV-3	OVCAR-5	OVCAR-8
CC(=O)N(CCN(C)C)Cc1ccccc1	109	106	133	114	129	114	92	101
S=c1n(CNc2ccc(Cl)nn2)nc(-c2cc(Cl)cc(Cl)c2Cl)n1/N=C/c1ccc(Cl)cc1	87	76	109	87	·	107	100	114
CC(=O)CC(=O)NCCCN1CCCCCC1	101	102	108	104	109	100	108	107
O=C(Nc1ccc(Cl)c(Cl)c1)Oc1ccccc1Cl	96	101	101	111	98	117	98	100
O=C(CSc1nc2ccccc2c(=O)n1-c1ccccc1)Nc1ccc(C(=O)/C=C/c2ccc([N+](=O)[O-])cc2)cc1	97	92	99	99	99	·	100	100
CC(C)(C)C(=O)/C=c1/[nH]c(=O)/c(=C/c2ccc(O)cc2)s1	95	87	103	105	96	83	101	103
COc1cc(-c2nc(SC(C)C)[nH]c(=O)c2C#N)ccc1OCc1ccccc1	96	99	100	105	·	98	106	99
CN(C)CCC(=O)c1cccs1	105	96	87	101	99	101	102	102
N#CC1=C2NCCCCCNC3=C(C#N)N=C(Cc4ccccc4Cc4nc(C#N)c(o4)NCCCCCNC4=C(C#N)N=C(Cc5ccccc5CC(=N1)O2)O4)O3	88	85	100	83	·	95	101	76
O=c1c2cc(F)cc(F)c2sc2c(NCCCNCCO)nc3ccccc3c12	93	80	98	89	94	91	94	88
CCCC[N+](C)(C)N	110	110	151	110	124	100	100	101
C=C1CCC2C3(C)COC(c4ccccc4)OC3CCC2(C)C1CC(NCc1ccccc1)C1=CCOC1=O (stereo not drawn)	83	91	99	78	83	80	88	83
C=C1C(=O)O[C@H]2[C@H]1CC/C(Cn1cc(CCC)nn1)=C\CC[C@@]1(C)O[C@@H]21	40	41	29	73	1.1*	111	68	24
CC(C)CC(NCc1ccccc1)C(=O)O (stereo not drawn)	97	109	103	106	109	107	102	103
N=C(N)c1ccc(-c2ccc(-c3ccccc3)o2)nc1	75	96	103	100	106	100	85	93
Cc1cccc(NC(=O)NNC(=O)c2ccncc2)c1NC(=O)NNC(=O)c1ccncc1	118	124	115	100	119	111	96	104
CN1NC(=O)CC1c1ccccc1 (stereo not drawn)	92	109	101	99	96	95	102	111
Nc1ncn([C@@H]2O[C@H](CO)[C@@H](O)C2(F)F)c(=O)n1	95	57	43	42	71	71	87	50
C[C@H](NC(=O)c1c(N)nn2cccnc12)c1cc2cccc(C#Cc3cnn(C)c3)c2c(=O)n1-c1ccccc1	31	-23*	35	31	20	-1.8*	45	28
CCCC(C)c1ccc(O)cc1 (stereo not drawn)	109	121	·	99	110	119	100	96

Exported bar-delimited: 3 of the compounds above.
SMILES | OVCAR-4 | IGROV1 | DU-145 | NCI/ADR-RES | OVCAR-3 | SK-OV-3 | OVCAR-5 | OVCAR-8
O=C(CSc1nc2ccccc2c(=O)n1-c1ccccc1)Nc1ccc(C(=O)/C=C/c2ccc([N+](=O)[O-])cc2)cc1 | 97 | 92 | 99 | 99 | 99 | · | 100 | 100
CC(C)(C)C(=O)/C=c1/[nH]c(=O)/c(=C/c2ccc(O)cc2)s1 | 95 | 87 | 103 | 105 | 96 | 83 | 101 | 103
COc1cc(-c2nc(SC(C)C)[nH]c(=O)c2C#N)ccc1OCc1ccccc1 | 96 | 99 | 100 | 105 | · | 98 | 106 | 99

The list continues:
SMILES	OVCAR-4	IGROV1	DU-145	NCI/ADR-RES	OVCAR-3	SK-OV-3	OVCAR-5	OVCAR-8
COC(=O)c1ccco1	109	100	112	106	110	90	102	112
O=C1C(=Nc2cccc(Cl)c2)CC(c2ccc(Cl)cc2)N1c1cccc(Cl)c1 (stereo not drawn)	79	105	105	96	98	91	107	95
CCC1(c2ccccc2)C(=O)Nc2ccc(F)cc21 (stereo not drawn)	95	116	124	110	124	102	105	100
O=C(O)c1ccc(-n2cc(CNc3ccc(F)c(F)c3)c(-c3ccc(C(F)(F)F)cc3)n2)cc1	86	86	109	75	78	100	105	70
CN(C)CCC(C(=O)O)(c1ccccc1)c1ccccc1	101	112	103	97	110	93	104	94
CC(C)Cc1ccc(C(C)C(=O)NCc2ccc(Cn3c(=O)sn(CCCl)c3=O)cc2)cc1 (stereo not drawn)	58	73	87	91	79	108	65	101
O=[N+]([O-])c1ccc(N/N=C\c2ccc(O)cc2O)nc1	40	29	51	21	75	26	58	25
CC(=O)OC1C(OC(C)=O)C(OC(C)=O)C(OC(C)=O)C(OC(C)=O)C1OC(C)=O (stereo not drawn)	99	108	109	110	122	107	111	101
O=[N+]([O-])c1ccc(Cl)nc1	110	100	99	110	109	103	96	105
c1ccc(Cn2ccnc2C2OCCO2)cc1	103	114	114	119	118	106	105	107
CSc1nn(-c2ccccc2)c2ncnc(Oc3ccccc3)c12	87	87	101	97	91	104	96	99
O=C1/C(=C/c2ccc3c(c2)OCO3)COc2ccc(-c3ccccc3)cc21	78	109	108	100	108	244	105	96
O=C1CS/C(=N/S(=O)(=O)c2ccc(NNc3c4ccccc4nc4ccccc34)cc2)N1C1CCCCC1	90	101	105	96	91	99	104	95
C#C[C@@]1(O)[C@@H](CO)O[C@@H](n2cc(C(F)(F)F)c3c(N)ncnc32)[C@@H]1O	16	2.7*	10	6.1*	-2.1*	-7.5*	14	2.4*
N#CCCCCCCBr	110	111	109	106	112	114	96	103
Nc1nccc(=O)[nH]1	101	107	112	101	113	100	104	109
CC(C)N(C)CCOC(=O)C(c1ccccc1)C1C=CCCC1 (stereo not drawn)	103	93	107	89	105	86	99	95
Nc1cc([N+](=O)[O-])ccc1F	105	115	122	103	129	101	97	105
Clc1ccc(-c2nnc(-c3cccc4ccccc34)o2)cc1	84	69	114	96	103	92	93	95
Cc1ccc2c(n1)C(=O)C(Br)=C(c1cccc(Cl)c1)C2=O	68	82	85	81	72	·	104	82

Molecules listed so far with bromine (two):
SMILES	OVCAR-4	IGROV1	DU-145	NCI/ADR-RES	OVCAR-3	SK-OV-3	OVCAR-5	OVCAR-8
N#CCCCCCCBr	110	111	109	106	112	114	96	103
Cc1ccc2c(n1)C(=O)C(Br)=C(c1cccc(Cl)c1)C2=O	68	82	85	81	72	·	104	82

Next structures.
SMILES	OVCAR-4	IGROV1	DU-145	NCI/ADR-RES	OVCAR-3	SK-OV-3	OVCAR-5	OVCAR-8
CCOC(=O)c1cc(CCCSc2ccc(-c3noc(C(F)(F)F)n3)cc2C)on1	100	107	106	102	107	·	102	101
COc1cc(OC)c(NC(=O)NNC(=O)C(=O)NC2CC2)cc1Cl	100	103	123	113	122	118	100	105
CC12O[C@H](C[C@@H](OC(=O)c3ccccc3)[C@H]1O)n1c3ccccc3c3c4c(c5c6ccccc6n2c5c31)C(=O)NC4=O	84	62	58	78	103	13	59	86
COc1ccc(Nc2nc3ccccc3nc2/C=C/c2ccccc2)cc1	106	91	114	105	111	93	105	101
CCSc1ncnc2nc[nH]c12	112	·	116	108	114	·	122	100
CCOc1ccc(NC(C)=O)cc1	101&112	101&104	97&114	107&103	100&114	95&108	93	100&104
CS(=O)(=O)c1ccc(-c2nc3ccccn3c2/C=N/Nc2ccccc2)cc1	85	85	94	71	·	104	89	86
CCCCCCC/C=C/[C@H]1O[C@]23C(=O)C[C@@]4(C[C@@H](OC5OC(CO)C(O)C(O)C5O)C[C@@H]4[C@H]2C=C1C)OC3=O (stereo partly drawn)	30	16	40	-5.5*	9.9*	72	28	15
CCCS(=O)(=O)Nc1ccc(C(=O)/C=C2/C(=O)Nc3ccc(F)cc32)cc1	106	98	106	98	·	103	103	103
CC(C)[C@H](NC(=O)OC(C)(C)C)C(=O)OCc1cn(-c2ccnc3ccccc23)nn1	104	98	111	93	·	109	96	96
Cc1ccc2c(-c3nnc(N)o3)cc(=O)oc2c1C	97	99	112	68	100	110	103	103
Oc1cccc(-c2nc(-c3nn(CN4CCCCC4)c(=S)o3)cc3c2[nH]c2ccccc23)c1	99	95	109	104	99	85	103	93
Cc1c(C)n(CC(O)CNC2CCCCC2C)c2ccccc12 (stereo not drawn)	-26*	-73*	-67*	3.8*	-90*	53	-59*	4.9*
COc1cc2nc3cc([N+](=O)[O-])ccc3c(NCCNCC(C)(C)O)c2cc1OC	-32*	-16*	-8.6*	55	-31*	18	8.3*	-3.9*
CN(C)CCC(O)(Cc1ccccc1)c1ccccc1 (stereo not drawn)	110	113	·	109	·	100	103	105
O=[N+]([O-])c1ccc(-c2cc(-c3ccc(Nc4nc(Nc5ccc(Cl)cc5)nc(Nc5ccc(Cl)cc5)n4)cc3)no2)cc1	31	92	88	75	241	107	71	99
CCCCc1ccc(/C=C2\Oc3cc(OS(N)(=O)=O)ccc3C2=O)cc1	91	102	98	87	93	85	83	87
CCN(CC)Cc1cc(Nc2nc(NC3CCC(N(C)C)CC3)c3ccccc3n2)ccc1OC (stereo not drawn)	52	82	99	98	92	107	92	64
CCOC(=O)C(C(=O)OCC)[N+](=O)[O-]	109	110	119	109	108	97	107	106
O=S(=O)(O)SCCN1CCOCC1	99	130	115	116	113	106	108	102
CCOC(=O)Nc1ccc(C(=O)OCCN(CC)CC)cc1	118	108	105	102	106	110	115	102
Cc1ccc(-c2nnc(SCc3nc(N)nc(Nc4ccccc4)n3)n2-c2ccccc2)cc1	88	87	108	96	108	104	87	85
COc1ccccc1/C=C(\C#N)C(=O)O	115	54	110	104	111	101	108	108
c1ccc(-c2cn(-c3nc(N4CCOCC4)c4ccccc4n3)nn2)cc1	95	64	89	83	97	90	99	83
O=S(=O)(Nc1ccc(F)c(F)c1)c1ccc(-c2ccc(F)cc2F)cc1	76	89	100	95	103	86	103	90
O=C(O)CCCCC(=O)Oc1ccccc1Cl	102	111	102	104	105	100	97	100
Cc1c[n+]2ccccc2n1C	98&110	93	90	103&110	111&98	96&109	100&166	96&91
COc1ccc(CCNC(=O)C(=O)C(Cc2ccccc2)NC(=O)c2cc(O)c(O)c(O)c2)cc1 (stereo not drawn)	103	107	110	102	113	141	99	102
CC(C)CCOC(=O)C(=O)OCCC(C)C	103	105	100	103	108	107	112	104
CC1=CC(=O)/C(=C/N2C(=O)CNC2=S)C(=O)O1	111	105	·	94	110	98	96	104
CC(=O)[C@H]1CC[C@H]2[C@@H]3CC[C@@]45O[C@@H]4C(=O)CC[C@]5(C)[C@H]3CC[C@]12C	91	93	99	86	104	107	107	93
CCN(CC)CCOc1nc(Oc2ccccc2C(=O)O)cc(-c2ccco2)n1	105	103	115	108	114	102	·	·
COc1cc2c(cc1O)CC[C@@H]1[C@@H]2CC[C@]2(C)[C@@H](OCCCN(C)C)CC[C@@H]12	-15*	-35*	-10*	-23*	-55*	-59*	2.8*	-34*
CC(C)(CCC(=S)N1CCOCC1)C1CCCCC1	74	84	103	59	100	105	103	99
CC1(C)[C@@H](NOCCCN)CC[C@]2(C)[C@H]3C(=O)C=C4[C@@H]5C[C@](C)(C(=O)O)CC[C@]5(C)CC[C@@]4(C)[C@]3(C)CC[C@@H]12	·	-88*[100 µM]	-50*[100 µM]	-34*[100 µM]	-50*[100 µM]	-24*[100 µM]	-100*[100 µM]	-26*[100 µM]
O=C1CCC23OC=CC2C2(Nc4ccccc4NC2=O)c2cc(Br)ccc2N13 (stereo not drawn)	106	84	97	93	103	97	99	103

Entries of single compounds as entered above. Screens in order: OVCAR-4 | IGROV1 | DU-145 | NCI/ADR-RES | OVCAR-3 | SK-OV-3 | OVCAR-5 | OVCAR-8
COc1cc2c(cc1O)CC[C@@H]1[C@@H]2CC[C@]2(C)[C@@H](OCCCN(C)C)CC[C@@H]12 across the screens: -15* | -35* | -10* | -23* | -55* | -59* | 2.8* | -34*
CC(C)CCOC(=O)C(=O)OCCC(C)C across the screens: 103 | 105 | 100 | 103 | 108 | 107 | 112 | 104
O=C(O)CCCCC(=O)Oc1ccccc1Cl across the screens: 102 | 111 | 102 | 104 | 105 | 100 | 97 | 100
CC(C)(CCC(=S)N1CCOCC1)C1CCCCC1 across the screens: 74 | 84 | 103 | 59 | 100 | 105 | 103 | 99
CC1(C)[C@@H](NOCCCN)CC[C@]2(C)[C@H]3C(=O)C=C4[C@@H]5C[C@](C)(C(=O)O)CC[C@]5(C)CC[C@@]4(C)[C@]3(C)CC[C@@H]12 across the screens: · | -88*[100 µM] | -50*[100 µM] | -34*[100 µM] | -50*[100 µM] | -24*[100 µM] | -100*[100 µM] | -26*[100 µM]
